# Tau fluor cs: Counterscreen qHTS for Inhibitors of Tau Fibril Formation, Fluorescence Polarization; 0.93% of 280,000 active; tau K18 P301L Alexa594 fluorescence, heparin fibrillization; Potency, µM (titrated, usually from 57.7 µM), for inactives: at the top dose activity change, negative = decrease; also: % is scaled to controls: 0 for no effect and ±100 for the full control effect; nearly all actives have a fitted effect of over 55% in size
#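 Human K18 P301L tau (15 uM unlabeled plus 0.24 uM Alexa 594-labeled, final) in 100 mM sodium acetate pH 7 was mixed with compound and 20 uM heparin and incubated 6 hr at 37 C.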
# Tau fibril FP: qHTS for Inhibitors of Tau Fibril Formation, Fluorescence Polarization; Microtubule-associated protein tau (Homo sapiens), P10636; K18 P301L tau heparin fibrillization, Alexa594 FP, 6 h; Potency, µM (top dose mostly 57.7 µM), for inactives: at the top dose activity, negative = inhibition, hits mostly inhibitors; 0.39% of 280,000 active; AID 1468, 2008; also: % is scaled to controls: 0 for no effect and ±100 for the full control effect; nearly all actives have a fitted effect of over 55% in size
# Target sequence (P10636 561-689 P618L limits assumed): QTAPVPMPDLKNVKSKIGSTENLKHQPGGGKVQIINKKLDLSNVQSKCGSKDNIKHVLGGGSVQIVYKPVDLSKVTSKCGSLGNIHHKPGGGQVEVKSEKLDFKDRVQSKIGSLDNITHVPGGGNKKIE
#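 Read-out: fluorescence polarization of Alexa 594-labeled tau (0.24 uM), 555 nm excitation, 632 nm emission. Mixtures held 15 uM unlabeled K18 P301L, compound and 20 uM heparin, pH 7 acetate buffer, incubated 6 hr at 37 C.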
# HTT ATP protect: qHTS Multiplex Assay to Identify Dual Action Probes in a Cell Model of Huntington: Cytoprotection (ATP). AID 1471, 2008. PC12 HTT-Q103 induced, cytoprotection, ATP luminescence, 40 h. 0.14% of 230,000 active. Potency, µM (highest dose often 56.4 µM), for the others: cytoprotection (ATP increase), actives largely listed as activators;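 also: % of control where 0% means no effect; nearly all actives have a fitted effect of over 45% in size; toxic huntingtin expression switched on by the ecdysone agonist tebufenozide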
#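 ATP quantification (ATPlite) reports survival of PC12 cells in which tebufenozide, 100 nM final, switches on Htt exon 1 with 103 glutamines linked to GFP; compounds are titrated.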
# GAA glycogen mod: qHTS Assay for Inhibitors and Activators of Human alpha-Glucosidase Cleavage of Glycogen. Lysosomal alpha-glucosidase (Homo sapiens), P10253. recombinant GAA, glycogen substrate, Amplex Red glucose oxidase fluorescence. Potency, µM (titrated, usually from 76.4 µM), for inactives: at the highest dose activity change, negative = inhibition, hits mostly inhibitors. 0.38% of 300,000 active;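 also: 0% = full enzyme reaction and -100% = no-enzyme basal signal; the screen sought inhibitors and activators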
#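 Recombinant human enzyme (4 nM); glycogen substrate; 37 C, 40 min, pH 5.0. Readout: coupled glucose oxidase/Amplex Red fluorescence.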
# aGlu spleen mod: qHTS Assay for Inhibitors and Activators of Human alpha-Glucosidase From Spleen Homogenate; Lysosomal alpha-glucosidase (Homo sapiens), P10253; human spleen homogenate, 4-MU-alpha-glucoside fluorescence; Potency, µM (doses to about 79.9 µM), without a hit: at the highest dose activity change, negative = inhibition, usual class: inhibitors; 0.006% of 240,000 active; AID 2112, 2009;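 also: 0% = enzyme with vehicle and -100% = no enzyme basal signal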
#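 Human spleen homogenate (1 ug) with 4-methylumbelliferyl-alpha-D-glucopyranoside (1 mM final) in 50 mM citrate/phosphate pH 5.0, 0.01% Tween-20; 40 min at 37 C. Stopped at pH 10; 4-MU fluorescence Ex 365/Em 440 nm; AC50 by Hill fit.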
# aGal spleen mod: qHTS Assay for Inhibitors and Activators of Human alpha-Galactosidase From Spleen Homogenate. Alpha-galactosidase A (Homo sapiens), P06280. human spleen homogenate, 4MU-alpha-Gal fluorescence, 40 min. Potency, µM (series often up to 80 µM), for inactives: at the highest dose activity change, negative = inhibition, usual class: inhibitors. 0.008% of 240,000 active. AID 2107, 2009;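 also: 0% = enzyme with vehicle and -100% = no enzyme basal signal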
# Target sequence (P06280 32-429 limits assumed): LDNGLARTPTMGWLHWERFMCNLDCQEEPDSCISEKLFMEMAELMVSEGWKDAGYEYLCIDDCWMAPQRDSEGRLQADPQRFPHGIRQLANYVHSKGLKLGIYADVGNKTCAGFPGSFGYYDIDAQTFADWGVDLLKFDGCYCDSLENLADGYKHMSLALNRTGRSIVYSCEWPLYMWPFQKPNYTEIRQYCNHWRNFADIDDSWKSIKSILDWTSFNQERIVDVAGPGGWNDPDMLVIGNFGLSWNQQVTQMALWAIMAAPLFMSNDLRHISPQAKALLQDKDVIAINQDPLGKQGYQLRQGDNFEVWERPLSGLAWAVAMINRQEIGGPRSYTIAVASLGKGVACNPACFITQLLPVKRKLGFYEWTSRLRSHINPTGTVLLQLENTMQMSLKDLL
#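 Human spleen homogenate (1 ug) was the enzyme source, with 4-methylumbelliferyl-alpha-D-galactopyranoside (1 mM final) in pH 5.0 citrate buffer with 0.01% Tween-20. Compounds were titrated; after 40 min at 37C, NaOH/glycine stop, 4-MU fluorescence read; AC50 from Hill fits.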
# GAA inhib: qHTS Assay for Inhibitors of Human alpha-Glucosidase as a Potential Chaperone Treatment of Pompe Disease; Potency, µM (doses to about 76.9 µM), without a hit: top-dose activity change, negative = inhibition, most hits filed as inhibitors; Lysosomal alpha-glucosidase (Homo sapiens), P10253; purified human GAA, 4-MU-alpha-glucoside fluorescence; 0.005% of 200,000 active;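 also: plate controls were uninhibited enzyme wells for no effect and no-enzyme background for full effect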
#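 Compounds are titrated up to 77 uM against 4 nM human enzyme. Substrate 4-methylumbelliferyl-alpha-D-pyranoside (400 uM) reacts 20 min at room temperature in pH 5.0 buffer; liberated 4-methylumbelliferone is read at 440 nm.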
# Tau ThT inhib: qHTS for Inhibitors of Tau Fibril Formation, Thioflavin T Binding. Microtubule-associated protein tau (Homo sapiens), P10636. recombinant tau K18 P301L, heparin-induced fibrillization, ThT fluorescence. Potency, µM (series often up to 57.4 µM), for inactives: at the top dose activity, negative = inhibition, actives largely listed as inhibitors. 2.1% of 270,000 active. AID 1460, 2008; also: % is scaled to controls: 0 for no effect and ±100 for the full control effect; nearly all actives have a fitted effect of over 55% in size
#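 Fibril formation assay: tau K18 P301L at 15 uM with trace Alexa 594 label, heparin inducer 20 uM, pH 7 sodium acetate buffer, 37 C for 6 hr; endpoint ThT signal.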
# Numbers without * were called inactive; u = inconclusive; x = no result given; & = joins results of further samples; [ ] = another dose, or the depositor's remark. Calls follow the shape of the dose curve; as a rule, active = well fitted curve in the direction sought with a large enough effect; inconclusive = small, poorly fitted or top-dose-only effect, or another doubt; inactive = no such curve, though single readings can be large; an effect the other way counts as inactive or inconclusive. Potency is read from the fitted curve at half-maximal effect.
# Preview:
SMILES,Tau fluor cs,Tau fibril FP,HTT ATP protect,GAA glycogen mod,aGlu spleen mod,aGal spleen mod,GAA inhib,Tau ThT inhib
CSC1=NCCN1C(=O)c1c(F)cccc1Cl,-18%,1%,9%,-11%,4%,-2%,u,-10%
COCCCNCCOc1cc(C(C)C)ccc1C,-8%,-5%,-11%[10 µM],2%,1%,2%,-3%,-17%
Cc1ccc(C)n1-n1c(C)nc2sc(-c3ccccc3)cc2c1=O,-15%,-3%,-9%[1.9 µM],2%,5%,5%,u,u
COc1ccc(CCNC(N)=S)cc1OC,2%,1%,15%[10 µM],7%,1%,7%,-2%,2%

# The list itself, from the first entry:
SMILES,Tau fluor cs,Tau fibril FP,HTT ATP protect,GAA glycogen mod,aGlu spleen mod,aGal spleen mod,GAA inhib,Tau ThT inhib
CSC1=NCCN1C(=O)c1c(F)cccc1Cl,-18%,1%,9%,-11%,4%,-2%,u,-10%
COCCCNCCOc1cc(C(C)C)ccc1C,-8%,-5%,-11%[10 µM],2%,1%,2%,-3%,-17%
Cc1ccc(C)n1-n1c(C)nc2sc(-c3ccccc3)cc2c1=O,-15%,-3%,-9%[1.9 µM],2%,5%,5%,u,u
COc1ccc(CCNC(N)=S)cc1OC,2%,1%,15%[10 µM],7%,1%,7%,-2%,2%
COc1ccc(CNc2ccc(C)c(C)c2)cc1,-24%,6%,13%[10 µM],-27%,5%,4%,9%,u
CC(C)CCn1c(-c2nonc2N)nc2ccccc21,-28%,-10%,-3%[10 µM],-2%,-15%,4%,-13%,-9%
CC(C)OC(=O)CSc1n[nH]c(-c2cccnc2)n1,12%,6%,10%,1%,0%,-2%,-8%,17%
CC(=O)c1ccc(OCC(O)CN(C)Cc2cccs2)cc1 (stereo unspecified),1%,-3%,2%,-13%,0%,4%,1%,-2%
CCOC(=O)c1c(C)[nH]c(C)c1C=O,-2%,1%,4%,4%,4%,-1%,-9%,-3%
CCOC(=O)c1sc(NC(=S)NC(=O)c2ccccc2Cl)c(C(=O)OCC)c1C,-12%,-7%,8%[10 µM],6%,-9%,1%,-8%,-11%
CN(C)S(=O)(=O)c1ccc(N2CCCC2)c(C(=O)Nc2ccc(N3CCOCC3)cc2)c1,-9%,7%,12%,0%,-1%,6%,-2%,-12%
CSc1ccccc1C(=O)NCCc1ccc(S(=O)(=O)N2CCCCC2)cc1,-13%,2%,-18%,0%,6%,8%,-7%,-7%
C=CCc1ccc(OCCOCCOc2ccccc2[N+](=O)[O-])c(OC)c1,-15%,6%,-28%,-5%,-7%,-3%,-14%,-13%
CCn1c(C)nc2cc(C(=O)NNC(=S)Nc3ccc(Cl)cc3Cl)ccc21,-2%,7%,9%[10 µM],u,1%,5%,-3%,0%
O=C(c1ccccc1F)N1CCN(c2ccc([N+](=O)[O-])c3cccnc23)CC1,-17%,-14%,-11%[10 µM],5%,-4%,-2%,-5%,u
CC(CC(=O)C1C(C)C=CCC1(C)C)NNC(N)=O (stereo unspecified),-1%,-5%,x,7%,1%,3%,10%,-2%
Cc1ccc(-c2noc(C(C)NC(=O)c3ccco3)n2)cc1 (stereo unspecified),-1%,-7%,x,13%[76.3 µM],x,x,x,4%
CC(NC(=O)c1cc(COc2ccc3ncccc3c2)on1)c1ccc(F)cc1 (stereo unspecified),-14%,-4%,14%[10 µM],1%,7%,1%,x,-8%
S=C(NCC1CCCO1)Nc1cccc(Cl)c1 (stereo unspecified),4%,1%,-15%,-12%,7%,-2%,3%,7%
CCCc1cc(=O)[nH]c(Nc2ccc(C)c(O)c2)n1,u,-2%,x,-18%[76.3 µM],x,x,x,-10%

# Ordered by the number under GAA glycogen mod (falling): 3 from the list above.
canonical_smiles | GAA glycogen mod
CN(C)S(=O)(=O)c1ccc(N2CCCC2)c(C(=O)Nc2ccc(N3CCOCC3)cc2)c1 | 0%
C=CCc1ccc(OCCOCCOc2ccccc2[N+](=O)[O-])c(OC)c1 | -5%
CC(=O)c1ccc(OCC(O)CN(C)Cc2cccs2)cc1 (stereo unspecified) | -13%

# Next part:
SMILES,Tau fluor cs,Tau fibril FP,HTT ATP protect,GAA glycogen mod,aGlu spleen mod,aGal spleen mod,GAA inhib,Tau ThT inhib
CCOc1ccc(-n2cc(C(=O)N3CCCCCC3)c3cc(OC)c(OC)cc3c2=O)cc1,-2%,0%,-7%,-2%,0%,3%,2%,-10%
CCOc1ccccc1NC(=O)C1CCC(CNc2c(N3CCCCC3)c(=O)c2=O)CC1 (stereo unspecified),-5%,-1%,9%[10 µM],3%,6%,3%,x,x
CCc1ccc(C(=O)CSc2nc3ccccc3c(=O)[nH]2)cc1,-8%,-11%,-5%[10 µM],0%,1%,3%,-2%,-4%
Cc1cc(C)n(S(=O)(=O)/C=C/c2ccccc2)n1,-4%,6%,u,-10%,-4%,u,-1%,u
O=C(c1cccc(C(F)(F)F)c1)C1CCCN(C(=O)CCCn2cncn2)C1 (stereo unspecified),2%,7%,-18%,-13%,0%,-1%,6%,-2%
O=C(N/N=C/c1cccs1)c1ccc(NC(=O)c2ccccc2Cl)cc1,-29%,-9%,15%[10 µM],14%,-10%,-3%,2%,u
CCCCCC(=O)NC(=S)Nc1ccc(N2CCCCC2)c(Cl)c1,-8%,-5%,-1%,2%,7%,12%,12%,-14%
COc1ccc(/C=C/C(=O)NC(C)CCc2ccccc2)cc1 (stereo unspecified),-9%,2%,21%[0.074 µM],0%,-8%,-7%,u,-6%
CS(=O)(=O)N(CC(=O)NCC1CCCO1)c1cc(Cl)ccc1Cl (stereo unspecified),6%,2%,1%,12%,2%,-1%,-3%,-1%
COc1ccc(Cl)cc1NC(=O)CN1Cc2ccccc2C1=O,-3%,-1%,x,12%[76.3 µM],x,x,x,2%
CCOC(=O)c1cn(-c2nc(-c3ccc(Cl)c(Cl)c3)cs2)c2c(F)c(N3CCOCC3)c(F)cc2c1=O,6%,4%,-10%,-1%,-13%,-3%,0%,-4%
CC(C)(C)N1C(=O)c2ccccc2NC(=O)N1Cc1ccccc1,-13%,-8%,5%,-16%,-5%,-7%,3%,-14%
CCC(C(=O)OCC(=O)Nc1ccccc1-c1ccccc1)c1ccccc1 (stereo unspecified),2%,10%,-6%[10 µM],-3%,2%,5%,-1%,0%
Oc1ccccc1/C=N/Nc1nccnc1Cl,-21%,-10%,-82%[inhibitor][10 µM],-1%,1%,3%,-1%,-15%
OCCN(CCO)CC(O)COc1ccc(Br)cc1 (stereo unspecified),-2%&-6%,-5%&-9%,7%&13%[10 µM],2%&4%,-18%&-3%,7%&-3%,x,3%&-3%
COc1ccccc1NC(=O)c1cc2c(C)nn(-c3ccccc3)c2s1,u,u,x,-13%[76.3 µM],x,x,x,u
O=S(=O)(Cc1cc(-c2ccccc2)no1)c1ccccc1,-11%,0%,-4%,4%,-2%,1%,10%,-3%
CCOc1ccc(N(CC(=O)NCC2CCCO2)S(=O)(=O)c2ccc(OC)c(OC)c2)cc1 (stereo unspecified),-2%,-3%,12%[10 µM],-11%,-10%,-6%,-9%,3%
Cc1cc(N/N=C/c2ccccc2Cl)nc(NCc2ccccc2)n1,u,-5%,-9%[10 µM],2%,-7%,-2%,4%,u
COc1ccc(OC)c(C2CC(c3ccc(NS(C)(=O)=O)cc3)=NN2C(=O)c2ccccc2)c1 (stereo unspecified),u,u,0%,-4%,-22%,6%,-4%,-6%
CCCOc1cccc(C(=O)NC(=S)Nc2cccc(C(F)(F)F)c2)c1,u,-13%,-3%,-14%,0%,3%,-4%,u
O=C(OCC(=O)N1CCCc2ccccc21)c1cncc(Br)c1,-13%,6%,-8%[10 µM],8%,0%,3%,-2%,u
CCOC(=O)C1(C)C=C(Nc2ccc(C(=O)O)cc2)C(=O)N1c1ccc(C(=O)O)cc1 (stereo unspecified),-5%,-12%,x,0%[76.3 µM],x,x,x,-2%
CCCCN(CCCC)CCNC(=O)c1ccc2nc(-c3ccccc3NC(C)=O)c(=O)[nH]c2c1,-22%,-3%,-28%,-6%,4%,8%,u,u
O=C(/C=C/c1cccc([N+](=O)[O-])c1)NC1CC2CCC1C2 (stereo unspecified),3%,-1%,-17%[0.074 µM],0%,1%,8%,u,7%
Cc1ccc(OCCCC(=O)NC(C)c2ccccc2)c(C)c1 (stereo unspecified),3%,-1%,-9%,-18%,1%,-2%,4%,8%
COC(=O)C1=C(C)N=C2SCCC(=O)N2C1/C=C/c1ccccc1 (stereo unspecified),0%,-4%,-7%,6%,-7%,-9%,1%,-1%
O=C(CSc1ccc([N+](=O)[O-])cn1)Nc1ccc(N2CCOCC2)c(Cl)c1,u,u,x,2%,-1%,-1%,-3%,u
N#Cc1c(NC(=O)CCCl)sc2c1CCCCC2,5%,6%,-27%,7%,-9%,-1%,2%,0%
O=C1c2cccc3c([N+](=O)[O-])ccc(c23)C(=O)N1Cc1cccnc1,u,13%,-37%[inhibitor],-3%,x,3%,-12%,u
COc1ccc(-c2noc(CCC(=O)NC3CCCC3)n2)cc1,-16%,-4%,9%[10 µM],-7%,2%,9%,x,-13%
Cn1c(O)c(N=NC(=O)c2cccc(S(=O)(=O)N3CCCCC3)c2)c2ccccc21,-9%,12%,4%[10 µM],-1%,6%,0%,-8%,u
O=C(c1ccco1)[C@@H]1[C@@H]2C(=O)N(c3ccc(F)cc3)C(=O)[C@@H]2[C@H]2C=Cc3ccccc3N21,-25%,u,24%[10 µM],u,-11%,-10%,-2%,14µM*
COC(=O)c1sc(-c2ccccc2)cc1NC(=O)Nc1ccc(Cl)cc1,u,u,x,10%[76.3 µM],x,x,x,u

# Screening results from PubChem BioAssay.
